Bioassay records (PubChem BioAssay)
TRb-SRC2 inh = TRbeta-SRC2 interaction inhibition. P10828. 0.065% of 280,000 active. Potency, µM (top dose mostly 106 µM), without a hit: at the highest dose activity change, negative = inhibition, usual class: inhibitors. TRbeta-SRC2 peptide binding, fluorescence polarization; receptor liganded with 1 µM T3;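 further: plate controls were bound peptide for no effect and peptide without receptor for full effect; nearly all actives have a fitted effect of over 50% in size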
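Binding of a 20-amino-acid Texas Red SRC2 peptide (20 nM) to TRb ligand-binding domain (0.6 uM) with agonist T3 at 1 uM was followed by fluorescence polarization after a 5 hr room-temperature incubation.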
L3MBTL1 block = blocks human L3MBTL1; AlphaScreen L3MBTL1–H3K9me1 peptide binding; Potency, µM (top dose mostly 57.1 µM), inactives show at the top dose activity, negative = inhibition, actives largely listed as inhibitors; Q9Y468; AID 485360; 0.66% of 230,000 active; further: nearly all actives have a fitted effect of over 60% in size
Target sequence (Q9Y468 whole entry, looked up): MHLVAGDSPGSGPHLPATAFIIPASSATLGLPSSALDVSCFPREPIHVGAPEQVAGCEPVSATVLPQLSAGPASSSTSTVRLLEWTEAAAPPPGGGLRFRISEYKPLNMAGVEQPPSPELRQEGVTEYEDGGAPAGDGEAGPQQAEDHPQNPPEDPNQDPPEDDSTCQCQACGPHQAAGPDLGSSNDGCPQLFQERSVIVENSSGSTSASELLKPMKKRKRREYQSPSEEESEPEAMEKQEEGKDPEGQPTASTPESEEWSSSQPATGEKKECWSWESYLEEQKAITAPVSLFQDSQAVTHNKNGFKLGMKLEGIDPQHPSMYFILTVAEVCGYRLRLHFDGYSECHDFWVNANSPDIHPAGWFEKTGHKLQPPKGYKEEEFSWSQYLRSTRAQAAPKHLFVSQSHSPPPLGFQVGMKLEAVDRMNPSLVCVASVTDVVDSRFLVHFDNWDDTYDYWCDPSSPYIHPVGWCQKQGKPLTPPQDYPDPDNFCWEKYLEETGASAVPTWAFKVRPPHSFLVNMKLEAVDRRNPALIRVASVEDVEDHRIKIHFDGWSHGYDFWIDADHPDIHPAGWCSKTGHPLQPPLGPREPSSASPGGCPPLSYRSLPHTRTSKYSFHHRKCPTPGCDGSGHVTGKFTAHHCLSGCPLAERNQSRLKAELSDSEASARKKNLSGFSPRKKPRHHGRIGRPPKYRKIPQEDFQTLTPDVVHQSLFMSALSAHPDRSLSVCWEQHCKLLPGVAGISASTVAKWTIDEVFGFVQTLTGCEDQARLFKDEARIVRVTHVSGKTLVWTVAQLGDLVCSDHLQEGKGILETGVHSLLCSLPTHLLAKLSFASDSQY
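First, the protein-peptide complex forms for 30 min at room temperature (L3MBTL1 50 nM, biotinylated H3K9me1 peptide 75 nM). Next, compounds are pin-transferred and incubated 30 min. Finally, AlphaScreen beads are added and read after 30 min.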
Tau fibril ThT = blocks human tau fibril formation measured by thioflavin T. P10636. recombinant tau K18 P301L, heparin-induced fibrillization, ThT fluorescence. Potency, µM (top dose mostly 57.4 µM), for inactives: at the highest dose activity, negative = inhibition, most hits filed as inhibitors. 2.1% of 270,000 active. AID 1460; further: nearly all actives have a fitted effect of over 55% in size
Target sequence (P10636 561-689 P618L limits assumed): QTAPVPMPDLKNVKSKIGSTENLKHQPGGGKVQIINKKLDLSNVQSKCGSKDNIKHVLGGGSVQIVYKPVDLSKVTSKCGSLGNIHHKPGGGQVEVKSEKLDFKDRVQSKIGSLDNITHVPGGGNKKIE
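Fibril formation assay: tau K18 P301L at 15 uM with trace Alexa 594 label, heparin inducer 20 uM, pH 7 sodium acetate buffer, 37 C for 6 hr; endpoint ThT signal.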
Tau FP inhib = inhibitors of human tau fibril formation; P10636; K18 P301L tau heparin fibrillization, Alexa594 FP, 6 h; Potency, µM (doses to about 57.7 µM), inactives show at the top dose activity, negative = inhibition, usual class: inhibitors; 0.39% of 280,000 active; AID 1468; further: nearly all actives have a fitted effect of over 55% in size
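Human tau K18 […] P301L fragment, 15 uM unlabeled plus 0.24 uM Alexa 594-labeled tau (final), with compound and 20 uM heparin in 100 mM sodium acetate pH 7; 6 hr at 37 C, then Alexa 594 FP read.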
GoLoco inh red = RGS12 GoLoco-Gai1 interaction inhibition; P63096; Gai1:RGS12 GoLoco peptide FP, rhodamine, 10 min; Potency, µM (series often up to 61.6 µM), without a hit: at the highest dose activity, negative = inhibition, most hits filed as inhibitors; 0.44% of 230,000 active; AID 880; active means well fitted inhibition curve with a large enough effect, not every such curve was filed as active; inactive means no such curve, though single readings can be large or run the other way; further: nearly all actives have a fitted effect of over 30% in size; many of its hits are not listed in these tables
RECQ1 helicase = blocks DNA unwinding by human RECQ1. P46063. RECQ1 DNA unwinding, red fluorescence kinetic read. 0.54% of 240,000 active. Potency, µM (highest dose often 57.3 µM), without a hit: at the top dose activity, negative = inhibition, actives largely listed as inhibitors. AID 2549;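 further: plate controls were vehicle for no effect and no enzyme for full effect; nearly all actives have a fitted effect of over 30% in size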
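50 nM RECQ1T1 preincubated 15 min with compound in Tris pH 8.0 buffer with MgCl2, DTT, Tween-20 and 2.5 ug/ml poly(dI-dC); started with 200 nM TAMRA/BHQ-2 forked duplex and 2 mM ATP. Unwinding read as fluorescence (525/598 nm), two reads 2 h apart.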
TR SRC2 fluor cs = Texas Red fluorescence interference in TRb-SRC2 counter-screen; 0.29% of 280,000 active; Potency, µM (top dose mostly 106 µM), inactives show at the highest dose fluorescence change, negative = quenching; TRb/SRC2 Texas Red total fluorescence interference; active means well fitted curve in either direction with a large enough effect; inconclusive means small, poorly fitted or top-dose-only effect
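Human TRb ligand-binding domain at 0.6 uM with 20 nM Texas Red SRC2 peptide in Tris buffer containing 1 uM T3 and 5% DMSO, incubated with compound 5 h at ambient temperature. Total fluorescence (555/632 nm) calculated as parallel + 2 × perpendicular.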
KDM4E inh = blocks human JMJD2E demethylase activity. JMJD2E catalytic domain, FDH-coupled NADH fluorescence (FDH is formaldehyde dehydrogenase). AID 2147. 1.6% of 230,000 active. B2RXH2. Potency, µM (doses to about 57.1 µM), without a hit: at the top dose activity change, negative = inhibition, usual class: inhibitors; active means well fitted inhibition curve with a large enough effect, not every such curve was filed as active; inconclusive means small, poorly fitted or top-dose-only effect, or another doubt; inactive means no such curve, though single readings can be large or run the other way;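 further: 0% = wells with enzyme and -100% = buffer wells without enzyme; nearly all actives have a fitted effect of over 50% in size; many of its hits are not listed in these tables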
An asterisk follows results filed as active; i = inactive; ? = inconclusive; · = no result given; [ ] = dose if it differs, or a comment. Unless noted, the call rests on the fitted dose curve; in most records, active means well fitted curve in the direction sought with a large enough effect; inconclusive means small, poorly fitted or top-dose-only effect, or another doubt; inactive means no such curve, though single readings can be large; an effect the other way counts as inactive or inconclusive. Unless noted, on the % scale 0 is the no-effect control and ±100 the full control effect; potency means the concentration at half of the fitted maximal effect. An excerpt (hit frequency here may not be typical).

SMILES | TRb-SRC2 inh | L3MBTL1 block | Tau fibril ThT | Tau FP inhib | GoLoco inh red | RECQ1 helicase | TR SRC2 fluor cs | KDM4E inh
COc1ccc(/C=C/C(=O)CC(O)(c2ccccc2)C(F)(F)F)cc1 (stereo unspecified) | -4% | 5% | ? | 9% | 8% | -2% | 5% | -7%
O=C(NCc1cccs1)c1ccc(Cn2c(SCc3cccc(F)c3)nc3cccnc32)cc1 | 0% | · | 5% | -1% | · | · | -11% | ·
Cc1ccccc1CC1(CO)CCCN(Cc2ccc3c(c2)OCCO3)C1 (stereo unspecified) | -3% | -5% | 0% | -13% | -5% | ? | -3% | 3%
Cc1cc(Cl)c(O)c(-n2nc3ccccc3n2)c1 | -1% | 20% | -6% | -6% | 6% | i | -5% | -2%
COC(=O)c1cc(NC(=O)C(C)c2ccc(CC(C)C)cc2)ccc1O (stereo unspecified) | -6% | 6% | -9% | -18% | 4% | -9% | -2% | 19%
CC1=CCc2c(cc3oc(C)cc(=O)c3c2O)OC1 | 4% | · | ? | -2% | -75% | i | 0% | ?
Cc1ccc(C)c(Nc2ncnc3c2cnn3-c2ccc(F)cc2)c1 | 4% | · | -11% | 2% | · | · | -1% | ·
COC(=O)NC(c1ccc(F)cc1)C(C(C)=O)C(=O)OC (stereo unspecified) | 7%[11.2 µM] | · | 0%[11.5 µM] | 0%[11.6 µM] | · | -13%[11.5 µM] | 0%[11.2 µM] | ·
O=C(Nc1ccc(Br)cc1)Nc1nc2c(s1)CCCCCC2 | -8% | · | ? | ? | · | · | 4% | ·
Cc1nc2ccccc2n1C1CC(=O)N(N(C)C)C1=O (stereo unspecified) | -1% | · | -6% | 9% | -5% | -1% | 0% | -6%
CCOC(=O)C1CCN(C(c2cccc(F)c2)c2sc3nc(C)nn3c2O)CC1 (stereo unspecified) | 4% | 21% | -7% | 0% | 3% | -5% | -2% | 4%
NS(=O)(=O)c1cccc(NC(=O)CNC(=O)CC23CC4CC(CC(C4)C2)C3)c1 | -2% | -8% | -4% | 2% | -6% | -5% | -1% | 0%
Cc1ccccc1NC(=O)c1ccc(Cl)c(S(=O)(=O)N2CCCCCC2)c1 | ? | · | -3% | -3% | · | · | 0.79µM*[quencher] | ·
CCCc1cc(=O)[nH]c(SCC(=O)N(CC)C2CCS(=O)(=O)C2)n1 (stereo unspecified) | -4% | · | 7% | 2% | 7% | -6% | -1% | 7%
COc1ccc2c(c1)C=C(C(=O)NCc1ccc(Cl)cc1)CO2 | -2% | -8% | -27% | 2% | -11% | -4% | -2% | 1%
CCn1c(O)c(/C=N/N=C2CCCCC2)c2cc(C3=NNC(=O)CC3)ccc21 | 1% | -15% | 10µM* | -4% | 252%[activator] | ? | -7% | ?
COc1cc(-c2noc(-c3ccc(N(C)C)c([N+](=O)[O-])c3)n2)cc(OC)c1OC | 1% | · | -3% | -4% | · | · | -1% | ·
COc1ccc(CNC(=O)COC(=O)c2ccco2)cc1 | 1% | 3% | 2% | 14% | -15% | i | 0% | 3%
CC(C)(C)c1ccc(OCC(=O)NC2CCS(=O)(=O)C2)cc1 (stereo unspecified) | -3% | · | -1% | -1% | -2% | -4% | 1% | -3%
O=C(CSc1cccc(C(F)(F)F)c1)N1CCN(S(=O)(=O)c2ccccc2)CC1 | -7% | · | -9% | 1% | -1% | -3% | -2% | 6%
COc1ccc(NC(C)=O)cc1NC(=O)CSc1nnc(-c2cccnc2)n1C | -2% | -2% | -1% | -4% | 3% | -11% | -1% | -3%
O=S(=O)(c1cccc2cccnc12)N1CCN(c2ccccn2)CC1 | 1%[53 µM] | 5% | -1% | -1% | 0% | 15% | -1%[53 µM] | -2%
COc1ccccc1CC1(C)NC(=O)N(CC(=O)Nc2cc(C)on2)C1=O (stereo unspecified) | -24% | -3% | 6% | 5% | 9% | -13% | 1% | 2%
O=C(O)/C=C1\CCCc2ccccc2[C@H]1O | -4% | · | 1% | -4% | -6% | -8% | 0% | -1%
CCOc1ccc(Nc2nc(C)cc(C)c2C#N)cc1 | -5% | 2% | -15% | -5% | -7% | -12% | -1% | ?
Cc1ccccc1NC(=O)C(=O)N/N=C/c1cccc(Br)c1 | 3% | 5% | -1% | 4% | -1% | -4% | -1% | 9%
COc1ccc(Cl)cc1NC(=O)Cn1c(=O)oc2cc(S(=O)(=O)N3CCCCCC3)ccc21 | -5% | · | 15% | -20% | · | · | -1% | ·
Cc1cc(Sc2ncnc(N)c2[N+](=O)[O-])ncn1 | -2% | 8% | ? | -2% | 2% | i | -3% | -6%
COc1ccc(Cl)cc1N(CC(=O)Nc1ccc2c(c1)OCO2)S(C)(=O)=O | -1% | -3% | -9% | 0% | -33% | i | -1% | 0%
COc1ccc(N2Cc3cccc(C(=O)Nc4ccc(F)cc4)c3C2=O)cc1 | 6% | · | -5% | 2% | · | · | -6% | ·
O=C(O)c1ccc2cccnc2n1 | -2% | · | -17% | -4% | -15% | 15% | 0% | 22µM*
Cc1cc2c(c(=O)n1CCc1ccccc1)C(c1ccco1)C(C#N)=C(N)O2 (stereo unspecified) | -11% | · | 4% | -4% | 26% | -6% | -3% | -4%
Cc1cc(C)c(S(=O)(=O)c2c(C)cccc2C)c(Cl)n1 | 2% | 9% | -6% | 1% | 0% | -5% | -5% | 6%
Cc1cn(C)c(CC(=O)NCc2ccccc2)c1C(=O)O | -2% | · | 5% | 14% | · | · | 1% | ·
CCCCC(Nc1ncnc2ccccc12)C(=O)O (stereo unspecified) | -2% | · | -10% | 0% | 3% | i | 0% | 3%
COc1cccc(-c2nnc(SCc3ccccn3)n2C)c1 | 7% | · | -2% | -1% | 5% | -11% | 1% | 5%
O=C(NN1C(=O)/C(=C/C=C/c2ccco2)SC1=S)c1ccccc1O | 12% | 1.3µM* | 7.1µM* | ? | 77%[activator] | 2.5µM* | ? | 13µM*
COc1ccc(C)cc1NC(=O)C1CC(=O)OC12CCCCC2 (stereo unspecified) | 2% | · | -8% | -2% | -1% | -4% | -5% | 3%
Cn1nc(C(C)(C)C)cc1C(=O)NCc1cc(F)cc2c1OCOC2 | -4% | -4% | -7% | 3% | 6% | i | -2% | -11%
O=S(=O)(Nc1cccc2cccnc12)c1ccc(S(=O)(=O)N2CCCC2)cc1 | -5% | 41%[activator][11.4 µM] | -2% | 12% | 7% | i | 1% | 1%
Cc1ccccc1NC(=O)N1C2CCCC1CC(NC(=O)C1CC1)C2 (stereo unspecified) | 5% | -12% | 2% | 6% | 10% | -6% | -1% | 9%
C=C(C)C1CC=C(C)/C(=N\NC(=O)CNc2ccccc2OC)C1 (stereo unspecified) | 3% | -19% | ? | 10% | -3% | -2% | -2% | -1%
O=C(Nc1cccc(Cl)c1)N1CC2CCCN2c2ccccc21 (stereo unspecified) | -2% | · | ? | 1% | · | · | 2% | ·
Cc1cccn2c(=O)c(C(=O)NCc3ccccc3Cl)c(O)nc12 | -11% | · | 10% | -5% | · | · | 5% | ·
COc1ccc(C(=O)O)cc1F | -1% | 3% | -13% | -11% | 10% | -2% | 1% | 3%
CCN(CC)c1ccc(NC(=O)OC)cc1 | -4% | · | ? | 3% | 53%[activator] | -12% | -1% | 5%
C[C@@H]1C(=O)CC2C(C)(C)CCC[C@]2(C)[C@@]1(O)CCc1ccoc1 (stereo partly specified) | -11% | · | ? | 0% | 0% | 3% | 1% | 2%
CC(C(=O)Nc1ccc(C#N)cc1)N(C)CC(=O)Nc1cccc(F)c1 (stereo unspecified) | 2% | · | 0% | ? | -3% | -1% | -2% | -4%
O=C(c1ccccc1)c1ccc2nc(Nc3ccccc3)c3nncn3c2c1 | 4% | -5% | 1% | -2% | 3% | i | -2% | ?
Cc1ccc2nc(-c3ccncc3)cc(C(=O)NCCc3ccc(F)cc3)c2c1 | 2% | -10% | 4% | -10% | 18% | i | -2% | ?
CCOc1c2ccc(C(=O)NCCc3ccc(C)cc3)cc2nn1CC | -5% | 1% | ? | -8% | 3% | i | 0% | ?
S=C(Nc1ccc(Nc2ccccc2)cc1)N1CCN(c2ncccn2)CC1 | 2% | -13% | ? | 7% | 10% | i | -5% | 3%
COCCCNC(=O)CS(=O)Cc1nc(-c2cccc(C)c2)oc1C (stereo unspecified) | -1% | · | -8% | -7% | · | · | 0% | ·
COC(=O)c1ccc(CN2C(=O)NC3(CCC(C)CC3)C2=O)o1 (stereo unspecified) | -3% | 7% | 6% | 8% | -4% | i | -1% | -1%
Cc1cccc[n+]1CC(=O)Nc1cccc([N+](=O)[O-])c1 | 4% | 15% | -5% | 5% | 0% | -5% | 1% | -13%
Cc1nnc(NCCc2ccccc2)[nH]c1=O | -2% | 3% | -4% | 5% | -3% | 0% | -2% | 1%
CCOc1ccc(C2=C(C=Nc3c(C)n(C)n(-c4ccccc4)c3=O)C(c3ccc(F)cc3)c3ccccc3O2)cc1 (stereo unspecified) | -2% | · | -10% | 18% | 7% | -2% | -3% | 8%

Some of the entries so far, with tabs:
smiles	TRb-SRC2 inh	L3MBTL1 block	Tau fibril ThT	Tau FP inhib	GoLoco inh red	RECQ1 helicase	TR SRC2 fluor cs	KDM4E inh
COCCCNC(=O)CS(=O)Cc1nc(-c2cccc(C)c2)oc1C (stereo unspecified)	-1%	·	-8%	-7%	·	·	0%	·
CCOc1ccc(C2=C(C=Nc3c(C)n(C)n(-c4ccccc4)c3=O)C(c3ccc(F)cc3)c3ccccc3O2)cc1 (stereo unspecified)	-2%	·	-10%	18%	7%	-2%	-3%	8%
S=C(Nc1ccc(Nc2ccccc2)cc1)N1CCN(c2ncccn2)CC1	2%	-13%	?	7%	10%	i	-5%	3%
Cc1nnc(NCCc2ccccc2)[nH]c1=O	-2%	3%	-4%	5%	-3%	0%	-2%	1%
COC(=O)c1ccc(CN2C(=O)NC3(CCC(C)CC3)C2=O)o1 (stereo unspecified)	-3%	7%	6%	8%	-4%	i	-1%	-1%
